Platelet DG rel – inhibitors of platelet dense granule secretion, primary screen, cell-based, MLPCN, human platelets; human platelet-rich plasma, SFLLRN dense granule ATP release, luminescence; inhibition, %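 (compounds screened at 7.5 µM in platelet-rich plasma)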; 300,000 tested, 0.22% active; AID 1663, 2009;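 active = mean replicate score, as percent of positive control, at or above 50; inconclusive = mean below 50 but at least one replicate at or above 50; inactive = mean and every replicate below 50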
aSyn UTR inh – MLPCN primary screen, SNCA 5' untranslated region | alpha-synuclein 5'UTR reporter, inhibitor activity | inhibition, % (tested at 7.5 µM) | AID 1813, 2009 | 300,000 tested, 0.82% active; in the data active = inhibition above about 60%; inconclusive = no clear call, values can overlap the other calls;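 note: H4 neuroglioblastoma cells stably carrying SNCA 5'UTR luciferase fusion; 0% = DMSO wells and 100% = positive control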
HSF-1 act – HSF-1 activators, primary screen, NIH3T3-HGL cells, MG132 stress, luminescence, single point; NIH3T3-HGL HSF-1 luciferase reporter, 8 h; 100% = twice DMSO control signal; activation, % at 9 µM; 300,000 tested, 1.7% active; AID 504408, 2011;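 active = mean replicate activation of at least 50% with a set share of replicates each reaching 50%; inconclusive = only one of those two conditions met; inactive = mean below 50% and too few replicates reaching it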;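 note: 0% = median of the neutral control wells and 100% = twice that signal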
KLF5 inhibitor – KLF5 expression inhibitors, primary screen, DLD-1 cells, luminescence. AID 1700, 2009. DLD-1 KLF5 promoter-luciferase reporter. 290,000 tested, 0.23% active. inhibition, % at 5 µM;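 active = inhibition above a per-plate limit of that plate's mean compound inhibition plus 3 SD, cut at about 60% in these data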;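 note: 0% = DMSO wells and 100% = LY294002 at 200 µM; higher means less KLF5 promoter-driven luciferase light; inactives centre near -14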
GSK3B inh – human GSK3beta kinase inhibitors, primary screen, biochemical, cell-free homogeneous, HTS; 300,000 tested, 0.038% active; GST-GSK3beta kinase, ADP-Glo luminescence, 60 min; active compounds read low; AID 2097, 2009; activity score (negative = inhibition), % at 10 µM;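 active = more than half of replicate wells score below -50%, meaning over 50% inhibition versus plate controls; inconclusive = some replicates but at most half score below -50%; inactive = no replicate scores below -50%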;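 note: 0% = median DMSO wells and -100% = median GW8510 positive control wells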
Target sequence (P49841 whole entry, looked up): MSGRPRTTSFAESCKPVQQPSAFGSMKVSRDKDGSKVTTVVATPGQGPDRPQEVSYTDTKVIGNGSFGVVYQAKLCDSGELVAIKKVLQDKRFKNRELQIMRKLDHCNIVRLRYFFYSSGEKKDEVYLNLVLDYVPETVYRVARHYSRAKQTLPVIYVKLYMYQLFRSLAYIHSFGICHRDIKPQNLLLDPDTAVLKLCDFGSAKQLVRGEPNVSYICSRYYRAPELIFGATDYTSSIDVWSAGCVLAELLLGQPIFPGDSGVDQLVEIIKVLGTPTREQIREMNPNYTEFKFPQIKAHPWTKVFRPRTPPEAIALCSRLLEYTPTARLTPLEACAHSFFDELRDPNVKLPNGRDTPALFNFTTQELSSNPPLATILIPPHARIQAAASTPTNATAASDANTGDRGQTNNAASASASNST
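Assay system: GST-tagged human GSK3beta kinase, cell-free; Input: 1.6 ng GSK3beta; Medium: Tris/MgCl2 kinase buffer; Timing: 60 min enzyme reaction, room temperature; Signal: ADP-Glo luminescence quantifying ADP generated by kinase; Evaluation: score relative to plate controls; Benchmarks: DMSO neutral wells and GW8510 at 20 µM as positive.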
GSK3 alpha inh – blockers of GSK3A enzyme activity – biochemical, luminescence, cell-free homogeneous, HTS, primary screen; GSK-3 alpha kinase, ADP-Glo luminescence, 60 min; inhibition, % at 10 µM; 320,000 tested, 0.1% active; Glycogen synthase kinase-3 alpha (Homo sapiens), P49840;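 in the data active = inhibition above about 50%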;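 note: GST-tagged GSK-3 alpha with peptide substrate and 25 µM ATP; 0% = DMSO neutral wells and 100% = GW8510 positive control wells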
Target sequence (P49840 whole entry, looked up): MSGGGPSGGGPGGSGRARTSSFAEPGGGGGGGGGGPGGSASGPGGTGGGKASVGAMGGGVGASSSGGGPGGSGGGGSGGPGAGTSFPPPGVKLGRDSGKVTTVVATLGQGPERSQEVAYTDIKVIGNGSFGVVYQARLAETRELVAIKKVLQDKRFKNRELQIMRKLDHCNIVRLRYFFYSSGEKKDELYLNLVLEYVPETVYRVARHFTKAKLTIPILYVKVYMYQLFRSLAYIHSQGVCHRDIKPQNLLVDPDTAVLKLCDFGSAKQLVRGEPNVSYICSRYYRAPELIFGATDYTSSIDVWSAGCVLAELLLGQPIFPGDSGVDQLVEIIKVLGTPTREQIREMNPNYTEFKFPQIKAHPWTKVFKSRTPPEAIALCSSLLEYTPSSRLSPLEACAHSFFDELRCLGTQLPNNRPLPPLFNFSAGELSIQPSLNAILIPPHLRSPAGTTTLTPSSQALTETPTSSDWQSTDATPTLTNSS
HSP90 inh – HSP90 inhibitors, primary screen, cell lysate, luminescence; Heat shock protein HSP 90 (rabbit reticulocyte lysate; luciferase refolding); Rabbit reticulocyte lysate, luciferase refolding luminescence, 3 h; inhibition, % at 5.6 µM; 290,000 tested, 0.91% active;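 active = inhibition above the screen-wide mean plus 3 SD, computed separately per campaign, cut at about 16% in these data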;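 note: 0% = DMSO wells and 100% = 60 µM geldanamycin wells; inhibitors lower the luminescence because luciferase stays unfolded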
Dyrk1A ADPGlo – rat Dyrk1A kinase inhibitors, primary screen, biochemical, single point, plate reader. Dual specificity tyrosine-phosphorylation-regulated kinase 1A (Rattus norvegicus), Q63470. ADP-Glo luminescence, NFATc1 peptide. inhibition, % at 12.5 µM. 310,000 tested, 0.43% active. AID 504441, 2011; in the data active = inhibition above about 50%;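 note: plate controls were vehicle with enzyme for no effect and no enzyme for full effect; many of its hits are not listed in these tables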
IEC-6 tox – cytotoxicity in IEC-6 intestinal epithelial cells, primary screen, cytotoxicity control for KLF5 inhibitor project, cell-based, luminescence; AID 1825, 2009; 290,000 tested, 0.78% active; IEC-6 cytotoxicity, luminescence viability; inhibition, % at 5 µM; in the data active = inhibition above about 22%;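 note: 0% = plate median of test compound wells and 100% = cytotoxic reference compound wells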
HSF1 inhib – HSF1 inhibitors in luciferase reporter cells, primary screen, cell-based, NIH3T3, luminescence; AID 2098, 2009; 300,000 tested, 0.77% active; NIH3T3-HGL HSE-luciferase, MG132-induced, luminescence 8 h; active compounds read low; activity change, negative = inhibition, % at 7.5 µM (by protocol);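 active = more than half of replicate wells show activity change below -50%, luminescence cut by over half; inconclusive = some wells, but at most half, below -50%; inactive = no replicate well below -50%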;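 note: luciferase reports HSF-1 transcriptional activity via heat shock element; 0% = median of DMSO wells and -100% = zero luminescence signal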
An asterisk follows results filed as active; ? = inconclusive; . = not tested or not shown; & = joins results of further samples.

SMILES	Platelet DG rel	aSyn UTR inh	HSF-1 act	KLF5 inhibitor	GSK3B inh	GSK3 alpha inh	HSP90 inh	Dyrk1A ADPGlo	IEC-6 tox	HSF1 inhib
Cc1ccc2nc(-c3ccccc3)cc(C(=O)O)c2c1	-1	-35	2	-33	4	-1	-2	-1	-9	4
C=C1SC(=Nc2ccccc2Cl)N(C(=O)c2sc3ccccc3c2Cl)C1(C)C	10	1	57*	-21	0	-1	1	-3	4	6
COc1ccc(-c2cc(C(F)(F)F)nc(N3CCN(C)CC3)n2)cc1	2	8	1	-15	-1	-3	1	8	-1	-6
O=C(c1c(Cl)cccc1Cl)N1CCN(c2cccc3[nH]ccc23)CC1	9	16	-2	-12	-1	-1	1	3	4	1
COc1ccc(OCc2cc(C(=O)NC3CCc4ccccc43)no2)c(Cl)c1 (stereo unspecified)	12	7	-7	-13	1	-1	0	3	2	-3
O=C1NC2(CCCC2)C(=O)N1CCS(=O)(=O)Oc1ccccc1	-1	-5	8	-13	4	-3	-1	5	-4	1
Cn1c(SCC(=O)NNC(=O)c2ccc(Cl)cc2)nnc1-c1cccnc1	-2	2	10	2	2	1	-1	3	7	2
CCOC(=O)c1sc(NC(=O)c2ccc(S(=O)(=O)N(CC)CC)cc2)nc1C	4	18	-6	-4	3	0	4	4	-6	-7
COc1ccc(OC)c(NC(=O)N2CCc3ccccc3C2)c1	10	-4	4	-16	2	0	-4	2	-2	-10
C[C@@H]1C2CC(C/C2=N\NC(=O)c2ccncc2)C1(C)C (stereo partly specified)	12	5	20	-13	4	0	-2	0	2	-4
CCOc1ccccc1NC(=O)CC(O)(C(F)(F)F)C(F)(F)F	0	6	-1	-2	2	-3	2	-4	10	-1
CC(=O)Nc1ccc(S(=O)(=O)N2CCCC2)cc1	-7	-7	-2	-10	-5	1	0	-1	-1	0
CN(Cc1nc(-c2ccc(Cl)cc2)no1)C(=O)CCN1C(=O)[C@H]2CC=CC[C@H]2C1=O	3	-6	9	-34	6	0	0	5	-2	2
COc1ccc(-c2nnc(SCC(=O)c3[nH]c(C)c(C(C)=O)c3C)o2)cc1	.	.	.	-6	.	2	3	3	5	.
COc1cc(C(=O)Nc2cccc(-c3nc4ccccc4o3)c2C)cc(OC)c1OC	-1	-9	25	-34	2	.	0	6	-2	12
CCc1cc(-c2n[nH]c(CCC(=O)O)c2-c2nc3ccccc3n2C)c(O)cc1O	1	-33	-13	-151	2	-1	4	-1	0	0
Cc1cc(OCCCC(=O)NC2=NCCS2)ccc1Cl	1	0	3	-30	-3	-1	-2	4	7	7
COc1ccc(C(=O)NCCS(=O)(=O)N2CCOCC2)cc1	27	14	-14	.	-2	-1	.	-5	.	-3
O=C(NC(=S)Nc1ccc(N2CCOCC2)cc1)c1cccc(Cl)c1Cl	-3	7	-5	-18	-1	1	-3	2	0	0
COc1cc(/C=N/n2nnnc2N)ccc1OCC(N)=O	1	4	-39	-18	-1	3	-1	10	0	-21
Cc1cccc(C(=O)N2CCN(c3ccc(N4CCOCC4)nn3)CC2)c1	1	-5	-3	-33	1	-2	1	-3	-1	3
COc1ccc(CCn2cnc3c([nH]c4ccccc43)c2=O)cc1	2	-30	3	-46	0	-5	-1	-7	0	10
CCOC(=O)N1CCC(Nc2c(NCCN3CCN(Cc4ccccc4)CC3)c(=O)c2=O)CC1	-9	8	-17	-7	-9	-2	8	-7	2	-3
Cn1c(SCC(=O)N/N=C/c2ccccn2)nnc1-c1ccccc1	23	-12	-1	-9	-2	-1	1	.	-13	-5
Cc1ccccc1NS(=O)(=O)c1ccc(C(=O)NCC(c2ccco2)N(C)C)cc1 (stereo unspecified)	.	8	-1	.	-3	-3	.	-2	.	0
COC(=O)c1sc(NC(=O)COc2c(C)cccc2C)nc1C	-19	18	7	-14	-7	0	-4	-5	-5	-10
Nc1ccc(S(=O)(=O)N2CCOCCOCCOCCOCCOCC2)cc1	2	25	3	-34	-2	-1	-6	12	-3	-3
CCOC(=O)c1cc(-c2ccccc2)sc1NC(=O)CN1C(=O)c2ccccc2C1=O	-2	-7	6	-7	1	.	1	-4	1	-2
CC(=O)c1cc(F)c(N2CCN(C(=O)c3ccco3)CC2)cc1C	2	-38	-26	-29	3	-1	-3	-2	0	-12
O=C1NC(c2cccs2)Nc2ccccc21 (stereo unspecified)	-21	-25	43	-41	-3	-2	3	14	4	25
Cc1ccc(NC(=O)NCCCN2CCCC2=O)cc1Cl	-1	-66	22	-77	1	-1	-3	-4	-4	13
CCC(CC)NC(=O)COC(=O)CCC(=O)c1ccc(Cl)cc1	2	5	-5	-9	1	-1	4	.	2	-12
CN(C)CCn1c(NCc2ccc3c(c2)OCO3)nc2ccccc21	3	-3	16	-18	4	2	-3	6	-8	0
COc1ccc(/C=N/Nc2nc(N3CCCC3)nc(N3CCCC3)n2)cc1O	-1	13	-3	7	1	-2	-3	-4	-7	1
CS(=O)(=O)c1ccc(Cl)c(NC(=O)c2cc(=O)[nH]c3ccc(S(=O)(=O)N4CCOCC4)cc23)c1	13	6	6	.	0	1	.	-3	.	3
COc1ccc(NC(=O)CC2C(=O)N(C)C(=S)N2Cc2cccs2)cc1 (stereo unspecified)	0	-21	21	-27	-2	-2	-6	-1	-1	-5
Cc1cc(Cl)c(S(=O)(=O)Nc2ccccn2)cc1OCC(N)=O	-8	13	2	-13	2	0	0	18	-4	4
COc1ccc2c(C=Nc3c(C)n(C)n(-c4ccccc4)c3=O)c(O)n(Cc3ccco3)c(=O)c2c1	0	39	-22	6&11	1	0	-1&1	10&2	2&-1	-1
COCCN(C(=O)CC(C)(C)C)c1nnc(-c2cccnc2)s1	?	0	15	-38	-2	2	2	-1	2	1
CN(CCCC(=O)NCc1ccccc1)S(=O)(=O)c1ccc([N+](=O)[O-])cc1	1	22	-36	-9	-3	-5	-2	-7	-1	-16
COc1ccc(N(CC(=O)N/N=C/c2cc(OC)ccc2OC)S(=O)(=O)c2ccccc2)cc1	-5	3	11	-32	2	-1	1	-3	-3	-4
O=C(C1=C(O)C(=O)N(CC2CCCO2)C1c1cccc(O)c1)c1ccco1 (stereo unspecified)	0	-3	-8	-3	-3	3	1	-5	3	-1
CCOCCCNc1nc(-c2ccccc2)nc2ccccc12	-4	-4	-8	-21	3	6	4	8	-4	-3
CCOC(=O)c1cc(C)sc1N1C(=O)C2C3C=CC(C3)C2C1=O (stereo unspecified)	-1	1	-1	-15	-1	-1	-1	1	-2	-7
CC1CN(C(=O)CCC(=O)NCCCN2C(C)CCCC2C)c2ccccc2O1 (stereo unspecified)	-1	-7	-9	0	1	-1	1	3	3	-3
COc1nc(-c2ccccc2)ccc1-c1noc(-c2ccccc2)n1	1	-94	47	-37	-6	.	0	7	5	23
CCOC(=O)C1CCN(c2ncnc3cc(OC)c(OC)cc23)CC1	58*	37	-26	-4	1	4	-1	1	-1	-5
O=C(N/N=C/c1ccco1)c1cc2ccccc2o1	-2	-43	23	-80	-1	7	-2	17	0	2
COc1ccc(-c2oc3ccc(-c4cc(OC)c(OC)c(OC)c4)cc3c2-c2ccc(OC)nc2)cc1	-2	5	6	-4	-1	-3	0	-5	-2	1
CC1CCCCC1NC(=O)CSc1nnc(-c2ccncc2)n1CCCN(C)C (stereo unspecified)	-4	-13	-1	-23	2	0	0	14	2	-3
CS(=O)(=O)N1CCCC(C(=O)Nc2ccc(F)cc2)C1 (stereo unspecified)	7	4	-6	-8	-2	-4	-1	7	4	-4
COCCNC(=O)C(c1ccccc1)N(C(=O)Cn1nnc2ccccc21)c1cccnc1 (stereo unspecified)	.	-14	7	-15	-1	1	4	-3	1	-1
CN1CCN(NC(=O)c2ccc(S(=O)(=O)N3CC4(C)CC3CC(C)(C)C4)cc2)CC1 (stereo unspecified)	-1	4	-4	6	-1	-2	2	-1	3	-17
Cc1ccc(S(=O)(=O)Nc2ccncc2)c(C)c1N(C)S(=O)(=O)c1ccc(F)cc1	-6	15	10	-18	4	-2	2	-9	-6	-8
CSc1nc(SCC(=O)NCc2ccco2)c2c3c(sc2n1)CN(C)CC3	0	-47	17	-38	-35	0	-1	63*	-8	3
Cc1cc(NS(=O)(=O)c2cn(C)nc2C)no1	-11	-7	7	-16	-5	7	2	0	6	6
O=C1OC(c2ccccc2)C2(CCCC2)C(=O)C12CCCC2 (stereo unspecified)	-5	-3	5	-7	1	6	1	-3	3	-9
CC1CN(CCn2cnc3c(N)ncnc32)CC(C)O1 (stereo unspecified)	-1	-2	7	-20	-1	0	-1	8	-4	2
CC(=O)c1cccc(S(=O)(=O)N2CCC(C(=O)O)CC2)c1	3	-3	1	-15	-6	1	-1	-1	5	-3
O=C(O)CCCc1ccc2ccc3cccc4ccc1c2c34	-3	1	-8	-32	0	-1	-1	19	3	-4
Next section.
SMILES	Platelet DG rel	aSyn UTR inh	HSF-1 act	KLF5 inhibitor	GSK3B inh	GSK3 alpha inh	HSP90 inh	Dyrk1A ADPGlo	IEC-6 tox	HSF1 inhib
COC(=O)c1ccc(C)c(NC(=O)CSc2sc3c(O)cc(=O)[nH]c3c2C#N)c1	6	11	8	-24	5	0	0	3	-10	-5
COC(=O)c1ccc(/C=C/c2c(-c3ccsc3)sc3ccccc23)cc1	-4	13	39	-20	-2	-2	0	20	0	17
Cc1coc2c(C)c3oc(=O)c(CCC(=O)NCCC(=O)O)c(C)c3cc12	4	11	1	-3	-1	0	-4	.	-4	2
CC(=O)c1sc(NC(=O)COc2ccc(Br)cc2)nc1C	1	1	-22	-31	1	-2	8	4	-1	-6
COc1ccc(OC)c(/C=C(\NC(=O)c2ccccc2)C(=O)N/N=C/c2ccc(C)s2)c1	7	31	-7	-18	-2	-4	-1	1	0	-11
O=S(=O)(c1ccc(Cl)cc1)N1CCN(Cc2ccc(O)c3ncccc23)CC1	-8	77*	6	6	1	-5	7	-2	2	0
COc1ccc(N=C2NN=C(c3ccc4c(c3)OCCO4)CS2)cc1	-3	-56	-11	5	2	-1	9	14	-7	-6

Assay outcomes as filed in PubChem BioAssay.

Only part of the results is shown; count on the stated rates, not on these rows.
